Screening data (PubChem BioAssay)
BCLXL inh: inhibitors of human Bcl-xL. 320,000 compounds, 0.7% hits. inhibition, % at 10.9 µM. GST-Bcl-xL / FITC-Bim BH3 peptide fluorescence polarization. Q07817;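 active = inhibition above the mean of all tested compounds plus 3 SD, cutoff set per campaign, cut at about 30% in these data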;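 note: 0% = DMSO wells and 100% = unlabeled Bim-BH3 peptide competitor; inhibitors lower millipolarization by displacing the labeled peptide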
Target sequence (Q07817 whole entry, looked up): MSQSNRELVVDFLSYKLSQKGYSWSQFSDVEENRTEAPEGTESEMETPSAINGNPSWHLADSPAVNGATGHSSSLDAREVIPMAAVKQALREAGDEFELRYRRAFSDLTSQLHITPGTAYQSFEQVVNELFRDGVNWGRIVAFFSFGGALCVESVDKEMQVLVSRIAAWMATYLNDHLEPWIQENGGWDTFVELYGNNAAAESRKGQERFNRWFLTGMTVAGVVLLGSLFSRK
CR mimetic SO: yeast age-related superoxide inhibition as caloric restriction mimetic; S. cerevisiae aged cells, superoxide DHE fluorescence; hits give low values; superoxide response (% of plate mean), % at 10 µM; 330,000 compounds, 0.18% hits;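 active = superoxide response under a set limit, about three screen SD below normal, cut at about 65% in these data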;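 note: yeast aged for seven days with compound at 30 °C before DHE staining; 100% = average MFI of all compound-treated wells on the plate with controls excluded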
GRK2 aptamer HTS: inhibitors of human GRK2 displacing RNA aptamer; inhibition of aptamer binding, % at 10 µM; AID 488847; bead flow cytometry, FAM-aptamer displacement from GRK2; 330,000 compounds, 0.59% hits; P25098;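 active = inhibition of aptamer binding above 40%, roughly 3 SD of noise, on plates passing a quality check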;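 note: median bead fluorescence of bound FAM aptamer so fluorescent compounds give negative values; no value below 0 was filed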
CIT2-GFP yeast: yeast TOR pathway CIT2-GFP modulation | S. cerevisiae CIT2-GFP strain, flow cytometry, 3 h; 100 means same as DMSO wells | GFP response vs DMSO, % at 10 µM | 320,000 compounds, 0.065% hits;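 active = GFP response relative to DMSO above a set limit, near the screen mean plus 3 SD, cut at about 150% in these data; inconclusive = Fewer than 70 cells measured for a yeast strain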;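 note: ratio of well median GFP fluorescence to mean of DMSO wells on the plate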
VLA-4 inh: inhibition in a human VLA-4 binding assay; P13612; AID 2557; 330,000 compounds, 0.2% hits; VLA-4 expressing cells, ligand binding flow cytometry; inhibition, % (about 7 µM as worked out from the volumes in the protocol); in the data active = inhibition above about 50%
AGP1 TOR yeast: alters AGP1-GFP fluorescence in TOR pathway yeast screen | S. cerevisiae AGP1-GFP multiplex flow cytometry, 3 h; GFP as percent of DMSO wells | GFP response vs DMSO, % at 10 µM | 320,000 compounds, 0.02% hits | AID 2066;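 active = GFP response relative to DMSO above a set limit, near screen average plus 3 SD, cut at about 150% in these data; inconclusive = fewer than 70 cells counted for the yeast strain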;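 note: median GFP channel fluorescence of the gated AGP1 strain per well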
MEX-5 binding: C. elegans MEX-5 TCR-2 RNA binding activity | AID 1832 | MEX-5/FITC-TCR2 RNA binding, fluorescence polarization; hits give low values | Q9XUB2 | 300,000 compounds, 0.38% hits | activity score (negative = inhibition of binding), % at 10 µM;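 active = inhibition past about -25% in most replicates, and total fluorescence under double the plate's negative control median, limit read from the data; inconclusive = replicates evenly split on the limit, or fluorescence at least double controls; inactive = too little inhibition in most replicates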;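 note: 0% = DMSO and -100% = 5 µM competing unlabeled TCR2 RNA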
Target sequence (Q9XUB2 whole entry, looked up): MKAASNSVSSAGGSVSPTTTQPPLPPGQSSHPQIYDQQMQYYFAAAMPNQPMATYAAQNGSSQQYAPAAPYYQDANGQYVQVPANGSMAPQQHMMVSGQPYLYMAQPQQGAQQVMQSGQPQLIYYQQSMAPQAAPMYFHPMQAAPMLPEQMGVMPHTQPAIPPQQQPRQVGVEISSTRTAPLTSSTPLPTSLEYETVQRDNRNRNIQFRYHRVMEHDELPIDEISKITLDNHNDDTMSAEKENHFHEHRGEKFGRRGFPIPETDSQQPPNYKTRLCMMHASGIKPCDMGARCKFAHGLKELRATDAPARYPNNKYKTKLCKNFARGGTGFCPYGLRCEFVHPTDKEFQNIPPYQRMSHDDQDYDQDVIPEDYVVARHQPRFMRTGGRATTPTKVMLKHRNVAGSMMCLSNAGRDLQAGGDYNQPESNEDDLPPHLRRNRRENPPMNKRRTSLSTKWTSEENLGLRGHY
MCL1 BIM primary: disrupts human MCL1 binding to BIM-BH3 peptide; inhibition, % at 10.9 µM; 320,000 compounds, 0.68% hits; GST-MCL1 / FITC-Bim-BH3 fluorescence polarization;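 active = inhibition above the mean inhibition of all tested compounds plus 3 SD, set per campaign, cut at about 40% in these data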;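 note: 0% = DMSO wells and 100% = unlabeled Bim-BH3 peptide control; higher means more loss of mP so more displacement of Bim peptide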
Target sequence (Q07820 whole entry, looked up): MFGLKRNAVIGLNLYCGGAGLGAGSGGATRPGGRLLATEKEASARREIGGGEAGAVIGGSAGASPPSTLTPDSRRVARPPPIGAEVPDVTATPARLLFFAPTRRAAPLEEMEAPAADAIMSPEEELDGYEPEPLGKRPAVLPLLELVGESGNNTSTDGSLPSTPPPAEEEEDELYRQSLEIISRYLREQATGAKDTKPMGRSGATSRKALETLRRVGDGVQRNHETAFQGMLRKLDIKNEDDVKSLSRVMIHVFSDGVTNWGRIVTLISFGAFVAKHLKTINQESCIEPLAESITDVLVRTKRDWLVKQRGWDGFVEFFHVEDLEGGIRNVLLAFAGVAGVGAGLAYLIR
GLD-1 RNA inh: GLD-1-TGE RNA interaction inhibition (C. elegans) | Q17339 | purified GLD-1 + fluorescein TGE RNA, fluorescence polarization | inhibition, % at 5.96 µM | 320,000 compounds, 0.44% hits;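 active = percent inhibition above a per-plate cutoff, the plate mean of test compounds plus 3 SD, cut at about 30% in these data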;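 note: 0% = DMSO wells with GLD-1 and probe and 100% = wells lacking GLD-1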
* hit, by the source's call; ? = inconclusive; nt = not tested or not shown.

SMILES	BCLXL inh	CR mimetic SO	GRK2 aptamer HTS	CIT2-GFP yeast	VLA-4 inh	AGP1 TOR yeast	MEX-5 binding	MCL1 BIM primary	GLD-1 RNA inh
O=C(N[C@@H](Cc1ccccc1)C(=O)O)c1cccnc1	4	93	4	101	14	103	1.1	1	3
CC1(C)Oc2ccc3ccc(=O)oc3c2/C(=C/NCCO)C1=O	-5	84	2	103	2	97	2.0	-17	-3
Cc1[nH]c(=O)[nH]c(=O)c1S(=O)(=O)N1CCCCC1	3	93	0	98	-10	97	-2.0	-8	-4
O=S(=O)(N[C@@H]1C[C@H]2CC[C@@H]1C2)c1cccs1	6	101	3	105	1	106	0.9	5	4
C/C(=N\N=c1/scc(C)n1Cc1ccco1)c1cccc([N+](=O)[O-])c1	10	100	6	97	nt	103	-2.3	13	2
O=C(Nc1ccccc1)Nc1ccc2ccccc2c1	8	82	0	?	11	?	-1.1	-4	5
Cc1nn(-c2ccccc2)c(C)c1C(=O)OC(C)C(=O)Nc1ccc(C(N)=O)cc1 (centres undefined)	nt	82	2	98	10	102	nt	nt	1
Cc1ccc(-c2nc3ncccc3o2)cc1NC(=O)C(C)(C)C	0	109	0	102	6	99	1.0	0	6
O=C(O)CC(NC(=O)C12CC3CC(CC(C3)C1)C2)c1cc([N+](=O)[O-])ccc1Cl (centres undefined)	2	111	3	105	8	106	3.5	-8	7
COCc1c(C(=O)N/N=C/c2cccc3ccccc23)nnn1-c1nonc1N	3	102	1	102	-3	101	-0.9	-7	1
CSc1ccc(NC(=O)N2CC=C(n3c(=O)[nH]c4ccccc43)CC2)cc1	-8	104	0	97	-1	101	-0.2	-6	1
Cc1cc([N+](=O)[O-])nn1CC(=O)N1c2ccccc2CC1C (centres undefined)	5	90	2	94	15	97	3.1	2	1
Cc1ccc(N2C(=O)/C(=C\c3ccc(C(C)C)cc3)N=C2SC2CCOC2=O)cc1 (centres undefined)	4	104	0	107	4	101	-0.3	11	1
CCOC(=O)c1c(CSc2ccccc2)n(C)c2cc(Br)c(OC)c(O)c12	3	100	4	109	-9	98	-0.7	20	-8
CCOc1ccc(CN(C)C(=O)c2cc3ccccc3o2)cc1OC	-1	102	0	107	-14	98	2.1	-3	-6
O=c1c2ccccc2nc(/C=C/c2ccccc2)n1CCc1ccccc1	0	100	0	95	-9	92	-1.6	-11	2
O=C(CCn1nnnc1CN1CCOCC1)N1CCC(c2ccccc2F)C1 (centres undefined)	3	90	0	102	-3	99	1.5	4	8
COc1c(C(=O)Nc2ccc(Cc3ccncc3)cc2)ccc2ccccc12	8	95	2	95	5	93	2.7	13	-4
CCC1(CC)C(=O)C(C)(C)C(=O)OC1c1ccccn1 (centres undefined)	5	101	0	98	-8	104	-1.4	1	-5
Cc1[nH]c2ccccc2c1CCN(Cc1cccnc1)C(=S)Nc1ccc(F)cc1	5	100	0	99	4	99	-2.0	9	9
O=C(Nc1cccc([N+](=O)[O-])c1)C1C2CC/C=C\CCC21 (centres undefined)	4	104	0	92	0	100	-1.4	2	0
Cc1ccc(NC(=O)c2oc3ccccc3c2COC(C)C)cc1S(=O)(=O)N1CCOCC1	nt	97	0	104	-3	100	nt	nt	-1
CCOc1ccc(Br)cc1-c1noc(-c2cccs2)n1	1	90	0	93	21	96	-2.5	-4	7
CCOC(=O)c1cc(-c2ccc(C)o2)nn1CCC#N	4	90	1	103	12	98	-0.9	5	-2
O=C(c1ccco1)N1CCN(C2CC(=O)N(c3ccc(F)c(Cl)c3)C2=O)CC1 (centres undefined)	2	111	1	108	9	96	2.5	-1	2
O=C(CSc1ncnc2c1nnn2-c1ccc(F)cc1)NCc1ccco1	3	86	2	105	4	105	-1.5	3	0
CN(C)CCCCCNCCCNC(=O)/C=N\O	5	96	0	108	12	111	-0.4	7	2
C=C1CCN([C@@H](CC(C)C)C(=O)Nc2ccc(OC)cc2)S(=O)(=O)c2ccccc21	3	101	0	88	0	93	1.4	-2	-2
CCOc1ccc(/C=C/C(=O)N(CC)CC(=O)Nc2ccc3c(c2)OCCO3)cc1OCC	5	110	1	108	-10	103	-0.6	3	-2
CCN(CC)CCCCCCCCOC(=O)c1cc(OC)c(OC)c(OC)c1	7	101	0	89	0	88	nt	2	2
Cc1c(C(=S)Nc2ccccc2)cnn1-c1ccc([N+](=O)[O-])cc1	1	88	0	nt	-6	nt	0.4	4	4
COc1ccc(NC(=O)CCSc2ccc3ccccc3n2)cc1	7	94	0	93	-12	91	1.2	14	3
COc1ccc([N+](=O)[O-])cc1NC(=O)c1cn(-c2ccc(Cl)cc2)c(=O)c2ccccc12	-1	98	0	96	7	93	2.9	1	3
COCCNC(=O)/C(C#N)=C/c1nc(N(C)C)n(-c2ccc(F)cc2)c1Cl	7	109	4	103	15	104	-6.5	-5	10
CC(C)/C(=N/Nc1ccccc1[N+](=O)[O-])c1ccccc1	10	87	0	89	11	101	2.8	5	3
CC(=O)Nc1ccc(NC(=O)CSc2ccccn2)cc1	3	94	1	108	3	113	nt	-5	-3

Of the compounds above, 3 contain an NH in an aromatic ring:
SMILES	BCLXL inh	CR mimetic SO	GRK2 aptamer HTS	CIT2-GFP yeast	VLA-4 inh	AGP1 TOR yeast	MEX-5 binding	MCL1 BIM primary	GLD-1 RNA inh
Cc1[nH]c(=O)[nH]c(=O)c1S(=O)(=O)N1CCCCC1	3	93	0	98	-10	97	-2.0	-8	-4
CSc1ccc(NC(=O)N2CC=C(n3c(=O)[nH]c4ccccc43)CC2)cc1	-8	104	0	97	-1	101	-0.2	-6	1
Cc1[nH]c2ccccc2c1CCN(Cc1cccnc1)C(=S)Nc1ccc(F)cc1	5	100	0	99	4	99	-2.0	9	9

Next results follow.
SMILES	BCLXL inh	CR mimetic SO	GRK2 aptamer HTS	CIT2-GFP yeast	VLA-4 inh	AGP1 TOR yeast	MEX-5 binding	MCL1 BIM primary	GLD-1 RNA inh
NC(=O)c1cc(S(=O)(=O)Nc2ccc(OC(F)(F)F)cc2)cs1	-13	123	0	120	21	96	1.7	-11	-1
CCOc1cc2c(cc1OCC)C(C(=O)O)C(c1ccc(OC)c(O)c1)N(C)C2=O (centres undefined)	2	97	0	97	8	95	0.4	-2	3
CCC(C(=O)Nc1nc(C)cs1)c1ccccc1 (centres undefined)	1	103	1	nt	0	103	-6.4	11	-1
CCOCCCNC(=O)/C(C#N)=C/c1ccc(-c2ccc(S(=O)(=O)N3CCOCC3)cc2)o1	3	96	2	96	4	101	1.0	-3	9
O=C(CN1CCN(c2ccccn2)CC1)N1c2ccccc2CCc2ccccc21	2	80	3	112	14	102	-0.7	8	-2
Cc1cc2cc(CN(CC3CCCO3)C(=O)c3cnccn3)c(=O)[nH]c2cc1C (centres undefined)	6	95	1	96	26	104	-2.5	2	-4
COc1ccc(C(=O)Cn2c(NCCCO)nc3ccccc32)cc1OC	6	109	0	98	24	100	2.4	9	4
Cc1cc(C)cc(SCc2noc(C(=O)NCCC(C)C)c2C(=O)NCCC(C)C)c1	8	106	1	94	10	100	-0.6	3	-3
CCOC(=O)c1c(O)c2ccccc2n(CC)c1=O	-5	87	0	84	-6	81	3.7	4	-10
COc1ccc(CNc2nc3nc(C)c(Cl)c(C)n3n2)cc1	2	85	0	nt	11	nt	3.4	3	-6
Cc1ccc(NC(=S)NC(NC(=O)c2ccccc2C)C(Cl)(Cl)Cl)c(C)c1 (centres undefined)	-1	108	3	99	-1	100	2.4	8	6
Cc1cccc(NC(=O)CN2C(=O)NC3(CCCCCCC3)C2=O)c1C	nt	91	0	105	5	100	nt	nt	5
C=C(C)c1cccc(C(C)(C)NC(=O)Nc2ccccc2OCC)c1	1	113	0	101	3	97	0.8	-7	-1
COc1cccc(Oc2ccc(C(F)(F)F)cc2N)c1	6	105	1	102	11	89	0.7	4	4
O=C(CN1CCCCCC1)Nc1c(Cl)cc(Cl)cc1Cl	-4	105	0	88	4	83	-0.4	3	-10
COc1ccc(NC(=O)C(=O)NNC(=O)COc2ccc(Cl)cc2)c(OC)c1	-2	112	0	107	9	101	0.8	10	6
CC1(c2ccc(OC(F)F)cc2)NC(=O)N(CC(=O)Nc2cccc(F)c2)C1=O (centres undefined)	-1	96	0	102	7	102	-1.2	2	-2
COc1ccccc1/C=C\C=N\n1c(-c2ccc(Cl)cc2Cl)n[nH]c1=S	-11	91	2	98	7	96	-0.3	-13	3
COc1cc(OC)cc(-c2nnc(SCc3cccnc3)o2)c1	5	109	4	98	24	92	-2.9	-3	0
CCN(CC)C(=O)C(=O)Nc1cc(C(F)(F)F)ccc1Cl	5	101	0	78	3	85	0.0	5	-9
CCOc1nc2ccccc2cc1/C=C/C(=O)O	8	110	0	88	6	88	-0.7	9	1
CC(=O)Nc1ccc(SCCCC(=O)c2ccccc2)cc1	12	93	0	95	-32	91	-2.8	11	0
Cc1ccc(S(=O)(=O)CCC(=O)N2CCN(c3ccc([N+](=O)[O-])cc3)CC2)cc1	-4	117	0	96	24	100	0.0	-3	-1
COc1ccc(CNC(=O)CCS(=O)(=O)Cc2ccc(C)cc2)c(OC)c1	2	111	0	105	1	106	-0.2	-3	1
Cc1cc(C)nc(NCC(O)COc2ccccc2C)n1 (centres undefined)	12	94	3	101	-4	101	1.3	4	4
Cc1nccc(-c2cccc(NC(=O)c3ccccc3Cl)c2)n1	3	101	1	101	-1	111	1.0	-3	-1
Cc1ccc(NC(=O)COC(=O)c2cccnc2)cc1	0	108	2	95	5	101	1.3	-6	-7
Cc1onc(-c2ccccc2)c1C(=O)NCCc1ccncc1	7	86	2	109	4	94	-1.7	3	2
COc1ccccc1CNC(=O)CSc1nc2c(oc3ccccc32)c(=O)n1CC1CCCO1 (centres undefined)	1	86	0	96	11	107	0.8	0	12
Cn1c(CNC(=O)c2ccccc2F)cc2ccccc21	25	104	6	95	17	90	0.7	24	13
CC(=O)OCCOCn1cnn2c(=O)c(Br)c(C)nc12	4	105	0	98	3	102	0.3	0	0
COc1ccc(C2C(C(=O)N3CCC(C)CC3)c3ccccc3C(=O)N2C)cc1 (centres undefined)	2	87	0	104	-2	86	-0.7	-1	-1
COc1cccc(/C=N/NC(=O)CN2CC(c3ccccc3)CC2=O)c1OC (centres undefined)	5	84	2	102	-5	103	2.6	0	4
CCn1c(C)nc2cc(C(=O)NNC(=O)CCC3CCCCC3)ccc21	0	109	0	106	2	106	-2.3	-5	5
Nc1ccccc1SCC(O)Cn1ccc2ccccc21 (centres undefined)	1	110	0	90	-5	94	-0.5	-2	0
COc1ccc(-c2c(C(C)=O)c(C)n(C)c2C)cc1	6	79	0	110	-15	96	1.3	13	-8
COC(=O)c1ccc2c(c1)NC1=C(C(=O)CC(C)(C)C1)C(c1ccncc1)N2 (centres undefined)	1	95	1	111	3	107	-0.5	4	2
COc1ccc(Cc2noc(CN3CCCC(C(=O)c4cccs4)C3)n2)cc1OC (centres undefined)	0	102	0	97	4	101	0.2	1	0
CCOc1cc(N2CCOCC2)c(OCC)cc1NC(=O)Cn1cnc2c(=O)n(C)c(=O)n(C)c21	-2	84	0	99	0	101	0.4	8	4
CC1SCC(=O)N(CC(=O)NCCc2ccccc2)C1=O (centres undefined)	7	86	0	95	2	106	0.4	9	-5
O=C(Nc1ccc2nc(C3CC3)n(Cc3ccc(F)cc3)c(=O)c2c1)c1ccco1	-1	126	2	90	22	97	0.5	-12	13
Cc1ccc(-c2csc(NC(=O)C3CC(=O)N(Cc4ccco4)C3)n2)cc1 (centres undefined)	1	99	2	102	11	104	-0.1	8	-1
